HEK293 NOD2/NF-kB – inhibition of NOD2-driven NF-kB reporter – cell-based, luminescence, uHTS, HEK293 (AID 1566); HEK293 NOD2/NF-kB luciferase reporter, luminescence; higher % means a stronger effect; 290,000 compounds, 0.63% hits; inhibition, % at 4 µM, or EC50 in µM where a hit was titrated; further: many of its hits are not listed in these tables
HIV fusion peptide – inhibitors of HIV fusion peptide binding, primary screen, biochemical, uHTS, fluorescence dequenching (AID 1986); cell-free peptide binding, fluorescence dequenching, 30 min; higher % means a stronger effect; one-dose inhibition, % at 20 µM; IC50 in µM for titrated hits; 290,000 compounds, 0.3% hits; in the data active means inhibition mostly above about 52%, no sharp cut-off; inactive means mostly below about 76%; further: some results filed as inactive read as strong as hits
SIAH1 antagonists – blockers of Siah-1 interaction with plectin peptide – biochemical, fluorescence polarization, rhodamine-plectin, uHTS, primary screen (AID 1817) | Siah-1 / rhodamine-plectin peptide fluorescence polarization; higher % means a stronger effect | displacement, % at 20 µM; hits with a dose series show IC50 in µM | 290,000 compounds, 0.02% hits;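 active means displacement of at least 50% at 20 µM, with a fluorescence ratio check between 0.3 and a set limit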;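 further: plate controls were Siah plus tracer with DMSO for no effect and tracer alone without Siah for full effect; strong numbers were not always called active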
NS5 inhibitors – flavivirus cap methylation enzyme inhibition – biochemical, confirmation dose response, primary screen (AID 588689); Dengue-2 NS5 methyltransferase capping enzyme assay, biochemical; higher % means a stronger effect; one-dose inhibition, % at 25 µM; IC50 in µM for titrated hits; 340,000 compounds, 0.3% hits; in the data active means a potency from the dose series; inconclusive means inhibition above about 29% without an active follow-up result
Myeloid diff MLP – compounds promoting myeloid differentiation; ER-HoxA9 myeloid progenitors, lysozyme-GFP differentiation, flow cytometry; calls only at 10 µM; 360,000 compounds, 1% hits;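 active means normalized GFP-positive differentiation at or above the plate's own cutoff, the solvent-only control mean plus 3 SD; inconclusive means no clear call, values can overlap the other calls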;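 further: cells exposed to compound for four days before flow analysis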
LYP phosphatase – PTPN22 lymphoid phosphatase activity blockers – biochemical, fluorescence intensity, uHTS (AID 1779). recombinant LYP phosphatase, fluorescence intensity; higher % means a stronger effect. inhibition, % at 11.5 µM; hits with a dose series show IC50 in µM. 290,000 compounds, 0.054% hits;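 further: plate controls were vehicle with enzyme for no effect and no enzyme for full effect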
XIAP antagonists – XIAP antagonists, biochemical, IAP family, fluorescence polarization (AID 1018) | XIAP BIR domain, fluorescence polarization peptide displacement; higher % means a stronger effect | one-dose displacement, % at 20 µM; IC50 in µM for titrated hits | 200,000 compounds, 0.007% hits; in the data active means displacement above about 50%; further: a part of the inactive calls stands beside numbers as strong as those of hits
Hep lipid drop – modulators of hepatic lipid droplet formation | inhibition, % at 6.5 µM | 240,000 compounds, 0.4% hits | AID 1656 | AML12 mouse hepatocytes, oleate lipid droplets, BODIPY imaging;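 active means lipid droplet intensity inhibited by at least 50%, with more than 500 cells counted; inconclusive means wells with under 300 cells, treated as cytotoxic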
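Assay system: AML12 hepatocytes (mouse) / Also added: 100 µM oleic acid challenge / Times: overnight treatment with compound plus oleate / Detection: high-content imaging of BODIPY-stained droplets and DAPI nuclei / Evaluation: % inhibition of lipid droplet signal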
AID2073 – disruptors of CaV2.2 binding to Mint1 – biochemical, HTRF (AID 2073). HTRF protein-protein interaction, Mint1-CaV2.2; higher % means a stronger effect. 290,000 compounds, 0.19% hits. inhibition, % at 20 µM, or IC50 in µM where a hit was titrated; in the data active means inhibition mostly above about 51%, no sharp cut-off; inconclusive means no clear call, values can overlap the other calls; inactive means mostly below about 53%; further: some results filed as inactive read as strong as hits
Hep lipid drop cells 6.5 µM – recorded beside Hep lipid drop, whose call it bears; cell count; measured here: cell count, cytotoxicity flag;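 cells counted across two imaged fields per well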
Myeloid diff MLP GFP+ MAC1+ % – second read-out of Myeloid diff MLP, no call of its own (marks repeat the call); GFP+ MAC1+ double positive, %; measured here: differentiation confirmed by MAC1 staining
Active calls of the source: *; i = inactive; ? = inconclusive; / = no result given; + = active, no number. Unless noted, no stated cut-off is given here; in the data, active means inhibition above about 50%; inactive means the rest. Some of the compounds tested, so the mix of outcomes need not match the whole.

SMILES	HEK293 NOD2/NF-kB	HIV fusion peptide	SIAH1 antagonists	NS5 inhibitors	Myeloid diff MLP	Myeloid diff MLP GFP+ MAC1+ %	LYP phosphatase	XIAP antagonists	Hep lipid drop	Hep lipid drop cells 6.5 µM	AID2073
CC(=O)CCc1c(C)c2cccc(C)c2[nH]c1=O	15%	-2.0%	4%	-5%	i	5.6	-3%	-18%	/	/	10%
COc1ccc(S(=O)(=O)NNC(=O)Nc2ccc(F)cc2F)c(OC)c1	1%	-0.4%	0%	5%	i	1.8	-6%	/	0	810	8%
COc1ccc(Nc2nc3cc(C)ccc3cc2C#N)cc1	23%	28%	7%	16%	+	7.9*	-4%	/	-5	785	22%
CCOC(=O)c1c(CC(C)C)csc1NC(=O)COC(=O)c1cc(OC)c(OC)cc1[N+](=O)[O-]	0%	1.2%	-3%	/	i	0.4	-6%	-8.2%	3	592	1%
Cc1ccc(C)c(N2CCN(C(=O)C3CCCN(c4ncnc5c4nc4n5CCCCC4)C3)CC2)c1 (configuration not stated)	25%	-0.5%	3%	-3%	i	3.2	-3%	/	-32	680	6%
c1ccn(-c2ccc(-c3ccn[nH]3)cc2)c1	-77%	-1.4%	-2%	-8%	i	0.1	-6%	-5.3%	-12	673	13%
CCN1CCN(CCCN(Cc2ccco2)C(=S)Nc2ccc(C)c(Cl)c2)CC1	3%	-1.1%	-6%	-8%	i	0.7	-2%	-6.0%	8	630	-24%
CCOC(=O)COc1cccc2c(=O)n(CC(=O)NCc3ccc(F)cc3)ccc12	-17%	-0.2%	9%	-6%	/	/	-6%	/	10	709	-7%
Cc1nc(CN2CCN(C(=O)c3ccc(Br)cc3)CC2)cs1	8%	0.4%	3%	-3%	i	0.9	-4%	1.7%	1	749	-12%
O=C(Nc1ccc(Cl)c([N+](=O)[O-])c1)c1ccc(NCCCN2CCOCC2)c([N+](=O)[O-])c1	12%	5.7%	-3%	-3%	?	/	-10%	-3.1%	-24	573	18%
O=C(Nc1nn(Cc2ccccc2F)cc1Br)c1cccs1	-5%	1.3%	2%	-5%	i	5.8	-2%	-2.0%	-13	783	4%
COc1ccc(OC(C)C(=O)NCc2cccnc2)cc1 (configuration not stated)	9%	-1.6%	0%	2%	i	1.7	-12%	-11%	2	755	-1%
O=C(CCn1ccnc1)Nc1nc2ccccc2[nH]1	9%	-0.8%	5%	-5%	i	0.4	-3%	-5.8%	3	647	8%
COc1ccc(C(=O)NCc2nnc(SCC(=O)NC3CCCCC3)n2C)cc1	4%	-2.5%	4%	-11%	i	0.9	-4%	/	9	756	1%
O=c1c2ccccc2nnn1CSc1ncnc2ccccc12	26%	0.2%	5%	-5%	i	0.7	-9%	-2.4%	/	/	-4%
COC(=O)c1c(C)oc2ccc(N(C(=O)Oc3ccccc3)S(=O)(=O)c3ccc(Cl)c([N+](=O)[O-])c3)cc12	33%	8.0%	7%	1%	i	1.4	-2%	1.9%	-2	465	13%
O=C(N/N=C/C=C\c1ccccc1[N+](=O)[O-])c1ccncc1	12%	-1.8%	-3%	5%	i	0.4	-3%	2.0%	-17	705	-7%
Cc1ccc(S(=O)(=O)N(C)C)cc1NC(=O)CN1C(=O)NC2(CCCCCCC2)C1=O	-9%	4.2%	-3%	1%	i	2.3	-6%	/	-2	849	4%
Cc1cc(SCC(=O)c2ccccc2)nc(C)n1	-37%	1.8%	2%	-2%	i	0.4	-1%	0.1%	/	/	-6%
COc1ccc(N2CCN(C(=O)c3cn(CC4CCCCC4)nn3)CC2)cc1	-41%	-2.6%	0%	-6%	i	1.2	-4%	/	-6	652	-5%
COCCN1C(=O)C(=O)/C(=C(/O)c2ccc(S(=O)(=O)N3CCCCC3)cc2)C1c1ccc(OC)c(OC)c1 (configuration not stated)	12%	4.1%	-2%	4%	i	0.5	-15%	/	-5	795	-2%
Cc1ccc(C2=NC(C)(C)N=C2SCC(=O)Nc2ccc(Cl)cc2)cc1	1%	-2.7%	1%	2%	i	1.3	0%	0.1%	-12	766	-5%
CCOC(=O)c1sc(-n2[nH]c(C)cc2=O)nc1C	13%	0.7%	-1%	37%	i	1.4	-5%	-4.2%	/	/	20%
C/C(=N\O)C(C)Oc1ccc(Cl)cc1 (configuration not stated)	9%	1.0%	6%	1%	i	0.2	-4%	-5.6%	/	/	6%
CCN(CC)CCc1c(C)[nH]c(C(=O)OCc2ccccc2)c1C	0%	-0.6%	3%	-2%	i	1.0	-14%	-2.1%	0	685	-4%
Cc1ccc(C(=O)N2CCC(C(=O)NCc3ccco3)CC2)cc1	2%	1.4%	-2%	5%	i	1.9	-7%	/	6	812	-3%
CC1CC(C)CN(S(=O)(=O)c2cccc3nsnc23)C1 (configuration not stated)	-6%	1.1%	2%	-6%	i	0.7	-6%	/	-10	808	4%
CNC(=O)c1cc(C(=O)c2ccc(F)cc2Cl)c[nH]1	-6%	2.8%	0%	-5%	i	1.4	-9%	/	/	/	-8%
CN1CCN(c2sc(S(C)(=O)=O)nc2S(=O)(=O)c2ccc(Cl)cc2)CC1	19%	0.3%	5%	-3%	i	2.3	-7%	/	-9	660	13%
CCC1(C)N=C(N)Nc2nc3cc(C)c(C)cc3n21 (configuration not stated)	13%	0.2%	9%	-3%	?	/	-2%	/	-1	911	13%
CCOc1cc(NC(=S)Nc2ccc(Cl)cc2)c(OCC)cc1NC(C)=O	-1%	-1.3%	2%	-2%	i	0.7	-2%	-7.8%	-7	728	23%
CC(C)[C@H](NC(=O)[C@@H]1Cc2ccccc2CN1C(=O)OC(C)(C)C)C(=O)NCc1ccco1	14%	0.9%	12%	-11%	i	1.0	-5%	/	42	708	-1%
Cc1cc(C)c(NC(=O)CN2C(=O)NC(Cc3ccccc3)C2=O)c(C)c1 (configuration not stated)	-2%	-1.0%	0%	-5%	i	0.3	-5%	/	-9	607	4%
Oc1ccc(/C(Cc2ccc3ccccc3n2)=N\Nc2ccccc2)c(O)c1	-29%	3.8%	1%	-2%	/	/	1%	-1.1%	2	693	15%
Nc1ccc(C(=O)CC(=O)Nc2ccc(Cl)cc2)cc1	5%	-0.3%	-1%	-10%	i	0.6	-6%	/	0	887	11%
CC12CCC(C(=O)N3CCN(c4ncccn4)CC3)(c3nc4ccccc4nc31)C2(C)C (configuration not stated)	-2%	-2.2%	2%	6%	i	1.2	-2%	-4.2%	-13	759	4%
CC1(C)CC(=O)C2=C(C1)NC(=O)CC2c1ccccc1F (configuration not stated)	8%	2.2%	-1%	1%	i	1.2	-8%	-5.7%	/	/	33%
N#Cc1c2c(c(=S)n(-c3ccccc3)c1N)CCCC2	12%	3.9%	9%	10%	+	2.8*	-1%	4.5%	/	/	17%
Cc1ccc(C)c(NC2=C(Cl)C(=O)OC2OC(C)C)c1 (configuration not stated)	11%	-0.7%	18%	-11%	i	0.5	3%	3.9%	-2	714	37%
NC(=O)C1C(c2ccccc2)=C1c1ccccc1	9%	-2.1%	6%	-4%	i	1.8	-4%	-10%	/	/	7%
O=C(O)C1=C[C@@H](c2ccc3c(c2)OCO3)C[C@@H](OCCCCO)O1	2%	2.1%	-5%	-2%	i	2.5	-10%	-4.1%	11	668	0%
CCn1c(O)c(C#N)c(C)cc1=O	6%	3.2%	7%	5%	i	0.4	-10%	/	11	773	2%
COc1ccc(CNn2c(-c3ccccc3F)nc3ccccc3c2=O)cc1OC	3%	-0.9%	4%	-2%	i	0.2	-6%	-4.4%	-15	751	16%
Cc1ccc(CN2CCN(Cc3cccc(-n4cccn4)c3)CC2CCO)cc1 (configuration not stated)	-18%	1.6%	1%	-2%	i	0.4	1%	-2.5%	-5	687	3%
CCCc1ccc(Oc2cc(C)nc(N3CCOCC3)n2)cc1	7%	-1.6%	-1%	1%	i	1.7	-8%	-3.8%	/	/	-8%
COc1ccccc1NC(=S)NC(=O)c1c(-c2ccccc2Cl)noc1C	-13%	-0.4%	-1%	9%	i	0.5	13%	-9.7%	-11	509	-8%
O/N=C/c1ccc(-c2ccccc2OC(F)(F)F)o1	0%	-2.6%	0%	9%	i	0.4	-4%	/	-3	714	-4%
COc1ccc(C(=O)Nc2ccc(N3CCN(C)CC3)cc2)cc1[N+](=O)[O-]	-5%	-1.5%	1%	-2%	i	1.1	-8%	-8.9%	2	732	-7%

Complete entries, looked up by structure.
Record of O/N=C/c1ccc(-c2ccccc2OC(F)(F)F)o1 : HEK293 NOD2/NF-kB = 0%; HIV fusion peptide = -2.6%; SIAH1 antagonists = 0%; NS5 inhibitors = 9%; Myeloid diff MLP = i; Myeloid diff MLP GFP+ MAC1+ % = 0.4; LYP phosphatase = -4%; XIAP antagonists = /; Hep lipid drop = -3; Hep lipid drop cells 6.5 µM = 714; AID2073 = -4%
Record of CCn1c(O)c(C#N)c(C)cc1=O : HEK293 NOD2/NF-kB = 6%; HIV fusion peptide = 3.2%; SIAH1 antagonists = 7%; NS5 inhibitors = 5%; Myeloid diff MLP = i; Myeloid diff MLP GFP+ MAC1+ % = 0.4; LYP phosphatase = -10%; XIAP antagonists = /; Hep lipid drop = 11; Hep lipid drop cells 6.5 µM = 773; AID2073 = 2%

(listing goes on)
SMILES	HEK293 NOD2/NF-kB	HIV fusion peptide	SIAH1 antagonists	NS5 inhibitors	Myeloid diff MLP	Myeloid diff MLP GFP+ MAC1+ %	LYP phosphatase	XIAP antagonists	Hep lipid drop	Hep lipid drop cells 6.5 µM	AID2073
Cc1ccc(C(=O)Nc2nc3ccccc3c(=O)s2)cc1	-62%	1.4%	-3%	-1%	i	1.9	2%	-0.3%	/	/	24%
O=C(CN1CCN(C/C=C/c2ccccc2)CC1)NCc1ccc(Cl)cc1	13%	-1.3%	-1%	-6%	i	0.3	-4%	/	2	740	-5%
CCOc1ccccc1/C=C/c1nc2ccccc2[nH]c1=O	11%	20%	5%	-2%	i	0.5	3%	/	9	799	36%
O=C(CSc1nnnn1C1CCCCC1)N1CCc2ccccc21	14%	0.5%	1%	-7%	i	6.7	-1%	-0.7%	-34	790	-1%
O=C(NCCc1ccccc1)c1cnc2ccccc2n1	-116%	-1.5%	-3%	-9%	i	0.7	-9%	/	14	772	9%
Cc1cccc(OCc2occc2C(=O)Nc2cccc(-n3cnnn3)c2)c1	12%	0.0%	0%	-12%	i	1.8	-5%	/	4	720	9%
O=C(c1cnn2ccccc12)N1CCCc2ccccc21	7%	-2.5%	-3%	-6%	i	1.2	0%	-11%	/	/	6%
Cc1cc(C)c2cc(C(=O)N3CCC(C(=O)c4ccc(F)cc4)CC3)[nH]c2c1	1%	0.9%	-4%	-2%	i	0.4	6%	/	/	/	12%
CC(C)(C)NCCOc1ccc(Br)cc1	-30%	-2.8%	1%	2%	i	0.2	-5%	-3.2%	21	827	-6%
COc1ccccc1-n1c(=S)[nH]c2c(sc(=S)n2-c2ccccc2C)c1=O	2%	0.0%	-2%	-9%	i	0.6	6%	-9.2%	-2	749	12%

Compound activity deposited in PubChem BioAssay by several laboratories.
